Assay outcomes: PubChem, Johns Hopkins Ion Channel Center
CHT block – inhibits the human high affinity choline transporter | CHT-expressing cells, membrane potential dye, choline response; stronger effect = lower value | hit rate 0.86% among 310,000 | Q9GZV3 | B-score at 10 µM;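 active = B-score over 3 SD under the library average, and starting fluorescence ratio not unusually high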;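 note: choline stimulus applied at its EC90 after an EC20 pre-addition; B-score computed on integrated fluorescence ratio after choline addition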
Target sequence (Q9GZV3 whole entry, looked up): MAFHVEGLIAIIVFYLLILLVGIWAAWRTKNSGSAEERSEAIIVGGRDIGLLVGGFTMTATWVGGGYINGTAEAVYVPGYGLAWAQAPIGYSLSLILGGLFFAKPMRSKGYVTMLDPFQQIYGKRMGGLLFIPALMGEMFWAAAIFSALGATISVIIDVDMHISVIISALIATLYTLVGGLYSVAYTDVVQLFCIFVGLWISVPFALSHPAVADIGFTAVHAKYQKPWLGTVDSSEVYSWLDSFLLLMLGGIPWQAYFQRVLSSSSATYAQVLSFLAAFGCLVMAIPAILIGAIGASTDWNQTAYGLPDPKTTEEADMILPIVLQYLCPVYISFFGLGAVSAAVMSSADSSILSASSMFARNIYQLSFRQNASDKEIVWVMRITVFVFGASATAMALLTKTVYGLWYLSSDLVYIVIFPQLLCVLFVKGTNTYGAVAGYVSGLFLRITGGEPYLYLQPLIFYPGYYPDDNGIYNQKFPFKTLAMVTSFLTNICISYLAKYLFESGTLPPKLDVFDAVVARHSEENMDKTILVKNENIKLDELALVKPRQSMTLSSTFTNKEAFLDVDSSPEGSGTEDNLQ
CHT PAM – allosteric activators of human choline transporter CHT | hit rate 0.49% among 310,000 | B-score at 10 µM | Q9GZV3 | CHT-expressing cells, membrane potential dye, choline EC20; stronger effect = higher value; LV-AA mutant CHT in HEK293 cells;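 active = initial fluorescence not abnormally high and integrated response B-score, plate-corrected, over 3 SD above library mean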
* hit, by the source's call; i = inactive.

A first look:
Screens in order – CHT block, CHT PAM
Cn1nnnc1SCC(=O)Nc1nc2ccccc2s1
  i, i
CCO[C@H]1OC(C(=O)N2CCOCC2)=C[C@@H](c2coc3ccccc3c2=O)[C@@H]1CCCO
  i, i

The listing, previewed entries included:
Screens in order – CHT block, CHT PAM
Cn1nnnc1SCC(=O)Nc1nc2ccccc2s1
  i, i
CCO[C@H]1OC(C(=O)N2CCOCC2)=C[C@@H](c2coc3ccccc3c2=O)[C@@H]1CCCO
  i, i
Cc1cc(C)n2cc(CSc3ncn[nH]3)nc2n1
  i, i
O=C(COc1ccc(Cl)cc1)N1CCCCCCC1
  i, i
COc1ccc(OC)c(-c2csc(NC(=O)C3c4ccccc4Oc4ccccc43)n2)c1
  i, i
O=C(COc1ccccc1[N+](=O)[O-])Nc1ccccc1N1CCCC1
  i, i
Cc1ccc(-c2ccnc3c(Br)c(C)nn23)cc1
  i, i
c1ccc(-c2nc(N3CCOCC3)c3ccccc3n2)nc1
  i, 10*
S=C1SCN(CC2CC2)CN1CC1CC1
  i, i
Cc1c(C(=O)N2CCOCC2)c(S(=O)(=O)Nc2ccc(OC(F)(F)F)cc2)c(C)n1C
  i, i
O=C(NCc1cccs1)c1ccc(CS(=O)Cc2ccccc2Cl)o1 (stereo not given)
  i, i
O=C(COC(=O)c1ccc(O)cc1)Nc1cccc(S(=O)(=O)NC2=NCCCCC2)c1
  i, i
CCCSc1ncccc1C(=O)O
  i, i
CCN(CC)S(=O)(=O)c1ccc(N2CCOCC2)c(NC(=O)c2cnccn2)c1
  i, i
COc1ccc([N+](=O)[O-])cc1NC(=O)CCN1CCN(CCO)CC1
  i, i
CCC(C(=O)NCCC(C)C)N(Cc1ccccc1Cl)C(=O)c1snc(C(N)=O)c1N (stereo not given)
  i, i
O=C(/C=C/c1ccc(S(=O)(=O)N2CCOCC2)cc1)OCC(=O)c1ccc([N+](=O)[O-])cc1
  i, i
O=C(O)c1cc(NC(=O)C2CCCO2)cc(NC(=O)C2CCCO2)c1 (stereo not given)
  i, i
O=C(O)C1CCN(c2ccccc2[N+](=O)[O-])CC1
  i, i
O=S(=O)(NCc1ccco1)c1ccc(S(=O)(=O)N2CCCCC2)cc1
  i, i
Nc1ncc(-c2cc3ccccc3oc2=O)s1
  i, i
CC(C)c1ccc(/C=C2\CC/C(=C\C=N\N(C)C)C2=O)cc1
  i, i
COc1cccc(NS(=O)(=O)c2ccc(S(=O)(=O)N3CCOCC3)cc2)c1
  i, i
C=CCOn1c(C)c(C(C)=O)c2c3no[n+]([O-])c3ccc21
  i, i
COc1ccc(C(=O)Nc2ccc3oc(Cc4ccc(Cl)cc4)nc3c2)cc1OC
  i, i
COc1cccc(-c2ccc(=O)n(CC(=O)Nc3ccc(S(=O)(=O)NCC(C)C)cc3)n2)c1
  i, i
O=C(COC(=O)CSc1ccc2ccccc2c1Br)NC1CC1
  i, i
Cc1ccc(C(=O)CSc2nnc(-c3cccs3)n2C)o1
  i, i
CCOc1cc(N2CCOCC2)c(OCC)cc1NC(=O)COC(=O)c1ccccc1C
  i, i
COc1ccc(C(=O)NC(=S)N2CC(C)OC(C)C2)cc1 (stereo not given)
  i, i

Whole records, quoted from the list.
CC(C)c1ccc(/C=C2\CC/C(=C\C=N\N(C)C)C2=O)cc1 reads CHT block = i; CHT PAM = i
Cc1c(C(=O)N2CCOCC2)c(S(=O)(=O)Nc2ccc(OC(F)(F)F)cc2)c(C)n1C reads CHT block = i; CHT PAM = i
COc1cccc(-c2ccc(=O)n(CC(=O)Nc3ccc(S(=O)(=O)NCC(C)C)cc3)n2)c1 reads CHT block = i; CHT PAM = i

The list continues:
Screens in order – CHT block, CHT PAM
COCCCn1c(C(=O)NCCC2=CCCCC2)cc2c(=O)n3ccccc3nc21
  i, i
Cc1cccc(C(=O)N2CCCN(C(=O)c3cccc(C)c3)CC2)c1
  i, i
CS(=O)(=O)c1ccc(Sc2nc3ccccc3s2)c([N+](=O)[O-])c1
  i, i
Nc1nc(SCC(=O)NC2CCCC2)[nH]c(=O)c1NC(=O)c1cccs1
  i, i
CCN(CC)S(=O)(=O)c1cccc(-c2nnc(SCC(=O)NC)n2N)c1
  i, i
Cn1c(SCC(=O)c2ccc3c(c2)Cc2ccccc2-3)nnc1-c1cccc(N)c1
  i, i
O=[N+]([O-])c1ccc(O)c(Nc2c([N+](=O)[O-])ccc3nonc23)c1
  i, i
O=C(CN1CCN(c2ccccc2)CC1)Nc1ccc2c(c1)CCC2
  i, i
COc1cccc(/C=C/C(=O)NCC2CCCCC2)c1
  i, i
CC(=O)c1ccc(N2CCN(S(=O)(=O)c3c(C(=O)N4CCCCC4)c(C)n(C)c3C)CC2)cc1
  i, i
Cc1ccc(S(=O)(=O)Nc2ccnc3ccccc23)cc1
  i, i
CC(C)C[C@H](NC(=O)C1CC(=O)N(c2ccc3c(c2)OCO3)C1)C(=O)NC1CCCC1 (stereo not given in full)
  i, i
COc1ccc(N2CCN(C(=O)CSc3ncn[nH]3)CC2)cc1
  i, i
O=C1/C(=C/N(C(=O)c2ccco2)c2ccc(Cl)cc2)Sc2ccccc21
  i, i
O=C(NC(=S)NNC(=O)c1ccco1)c1ccccc1
  i, i
CCNc1sc(C(=O)OCC)c(N)c1C#N
  i, i
COc1ccc(C(C)(C)C)cc1NC(=O)c1c(C)noc1C
  i, i
COc1cccc(CN(C(=O)c2ccccc2Cl)C2CCS(=O)(=O)C2)c1 (stereo not given)
  i, i
CCc1ccc(OCC(=O)NC(=S)Nc2cccc(CO)c2)c(Br)c1
  i, i
O=S(=O)(NCC(Nc1ccccc1)c1ccccc1)c1ccc(Cl)cc1 (stereo not given)
  i, i
Cc1nn(-c2ccccc2)c(C)c1[N+](=O)[O-]
  i, i
CCCCN(C(=O)c1ccco1)c1nnc(-c2cc(OC)c(OC)c(OC)c2)s1
  i, i
O=C(c1cc2nc(C3CC3)cc(C(F)F)n2n1)N1CCOCC1
  i, i
O=S(=O)(c1ccc(Cl)cc1)c1nc(-c2ccccc2F)oc1NCCN1CCOCC1
  i, i
Cc1ccccc1Cc1c(C)nc2ncnn2c1C
  i, i
CCCNc1nc2c(c(=O)n(C)c(=O)n2C)n1CCc1ccccc1
  i, i
CC(=O)NC1(c2ccc(F)cc2)CCN(C(=O)Nc2ccc(F)cc2F)CC1
  i, i
O=C(Nc1ccc(Oc2cccnc2)cc1)c1ccc([N+](=O)[O-])cc1
  i, i
Cc1ccc(NC(=O)C(C)OC(=O)Cn2cnc3ccccc3c2=O)cc1 (stereo not given)
  i, i
O=C(Nc1ccc(Cl)cc1Cl)c1ccc(Br)o1
  i, i
Cc1cccc(Nc2nnc(-c3ccc(C(=O)N4C[C@H]5C[C@H](C4)c4cccc(=O)n4C5)cc3)c3ccccc23)c1
  i, i
CC(C)Cc1nc2sc3c(NCc4ccco4)ncnc3c2c2c1COC(C)(C)C2
  i, i
CN(C)S(=O)(=O)n1cc(/C=C(\NC(=O)c2ccccc2F)C(=O)N2CCOCC2)c2ccccc21
  i, i
O=c1c(-n2cncn2)c[nH]n1-c1cccc(Cl)n1
  i, i
CC(C)(C)NS(=O)(=O)c1ccc(OCC(=O)NCC2CCCO2)cc1 (stereo not given)
  i, i
CCN1CCN(c2ccc(S(=O)(=O)N3CCCCC3)cc2NC(=O)/C=C/c2ccc(F)cc2)CC1
  i, i
CC(C)(O)c1cc(=O)sc2nc3ccccc3n12
  i, i
Cn1c(=O)c(NC(=O)c2ccccc2)c2n(c1=S)CCCCC2
  i, i
CCn1c(=O)n(CC)c2cc(N3CCCC3)c(NC(=O)c3ccccc3C)cc21
  i, i
CCn1c(C(Cc2ccccc2)NC(=O)COC)nc2ccccc21 (stereo not given)
  i, i
CN(C)c1ccc(C(=O)OCC(=O)NCCNC(=O)COC(=O)c2ccc(N(C)C)cc2)cc1
  i, i
COc1ccccc1N(C(=O)Cn1nnc2ccccc21)C(C(=O)NCc1ccco1)c1ccc(C)o1 (stereo not given)
  i, i
c1ccc(OCCOc2ccccc2-c2nnco2)cc1
  i, i
O=C(NC1CCCCC1)C(c1ccc(F)cc1)N(Cc1ccc2c(c1)OCO2)C(=O)c1cnsn1 (stereo not given)
  i, i
Cc1cc(CN2CCOCC2)c(O)c(C2(C)CCCCC2)c1
  i, i
Cc1ccnc(NC(=O)c2ccc(NC(=O)CC3SC(N4CCCC4)=NC3=O)cc2)c1 (stereo not given)
  i, i
C/C(=N\NC(=O)c1cccc(Br)c1)c1ccccn1
  i, i
CCOC(=O)N1CCc2c(sc(NC(=O)CN3CCOCC3)c2C(=O)Nc2ccccc2)C1
  i, i
COc1ccc(CNC(=O)CN(C2CCCCC2)S(C)(=O)=O)cc1
  i, i
Cc1cc(=O)oc2c(C)c(OCC(=O)N3CCN(c4ccc(F)cc4)CC3)ccc12
  i, i
O=C(/C=C/c1ccco1)N1CCN(c2ccccc2)CC1
  i, i
CCC1=[N+](C)c2cccc3cccc(c23)N1C
  i, 9.61*
CCc1cccc(NC(=O)CN(C)S(=O)(=O)c2cccc3nsnc23)c1
  i, i
Cc1cc(C)nc(NS(=O)(=O)c2ccc(NC(=O)C3(c4ccc([N+](=O)[O-])cc4)CCCC3)cc2)n1
  i, i
COc1cccc(CNC2CCCC2)c1
  i, i
O=S(=O)(NCC1NCCc2ccccc21)c1ccccc1 (stereo not given)
  i, i
CCN1CCN(Cc2ccc(NC(=O)c3cc(NC(=O)c4cnn(-c5ccccc5)c4N)cc(OC)c3)cc2C(F)(F)F)CC1
  i, i
CSc1ccccc1C(=O)NC1CCCN(c2ccc(C(F)(F)F)cn2)C1 (stereo not given)
  i, i
O=S(=O)(c1ccc(F)cc1)N1CCN(S(=O)(=O)c2cccs2)CC1
  i, i
O=C(CN(c1ccccc1)S(=O)(=O)c1ccccc1[N+](=O)[O-])Nc1cccnc1
  i, i

Following part
Screens in order – CHT block, CHT PAM
O=C(Nc1nccs1)C1CC2CCC1C2 (stereo not given)
  i, i
O=C(CNC(=O)c1ccc(Cl)cc1Cl)OCc1ccccc1
  i, i
COc1cc(C=Nc2ccccc2C(=O)Nc2ccccc2)cc(OC)c1OC
  i, i
COc1ccc2c(c1)C(NC(=O)C(F)(F)F)CC2=O (stereo not given)
  i, i
CS(=O)(=O)c1ccc2nc(NC(=O)c3cc([N+](=O)[O-])cc([N+](=O)[O-])c3)sc2c1
  i, i
Cc1ccc(NC(=O)CCN2C(=O)C3C4CCC(C4)C3C2=O)cc1Cl (stereo not given)
  i, i
COc1ccc(NC(=O)/C=C/C(=O)O)c([N+](=O)[O-])c1
  i, i
CC(=O)N1CCC(N(CCN2CCOCC2)C(=S)Nc2ccc(C)cc2C)CC1
  i, i
O=c1n(Cc2ccccc2Cl)nc2n1-c1ccccc1SC2
  i, i
CSc1nc(N)c(C#N)c(-c2ccccc2Cl)c1C#N
  i, i
C=CCNC(=O)c1c(CSc2ccc(F)cc2)noc1C(=O)NCCC
  i, i
Cc1cc(=O)oc2cc(NC(=O)c3cccc(S(C)(=O)=O)c3)ccc12
  i, i
COc1cc(C(=O)N/C(=C\c2cn(C)c3ccccc23)C(=O)NCCCn2ccnc2)cc(OC)c1OC
  i, i
COCCNC(=S)Nc1ccc(Cl)c(Cl)c1
  i, i
COc1ccccc1CNC(=O)c1cc(S(=O)(=O)N2CCCC2)cn1C
  i, i
Cn1c(-c2ccccc2)cnc1NCc1cc(Cl)ccc1O
  i, i
CCOc1ccc(NS(=O)(=O)c2cnc(Cl)c(Cl)c2)cc1
  i, i
Cc1ccc(OCC(=O)NNC(=O)c2ccc(NC(=O)C3CC3)cc2)c(C)c1
  i, i
COc1ccc(O)c(CNn2c(-c3ccc(Br)cc3)nc3ccccc3c2=O)c1
  i, i
Cc1ccc2nc(NC(=O)COC(=O)c3ccccn3)sc2c1
  i, i
CN1C(=O)CC(N2CCN(CC(N)=O)CC2)C1=O (stereo not given)
  i, i
Fc1ccc(NC(=S)N2CCCc3ccccc32)cc1
  i, i
CCCOC(=O)Cn1cnc2scc(-c3ccc(OC)cc3)c2c1=O
  i, i
CNC(=S)NNC(=O)Cc1ccccc1
  i, i
O=C(Nc1c(Cl)cc(Cl)cc1C(=O)NCC1CCCO1)c1ccco1 (stereo not given)
  i, i
C#CCNC(=O)C1=C[C@H](c2csc3ccccc23)C[C@H](OCc2ccc(CO)cc2)O1
  i, i
CCn1cc(C(=O)NCCCOC)c(=O)c2cc(S(=O)(=O)N(C)C3CCCCC3)ccc21
  i, i
Cc1ccc(N2C(=O)N(CC(=O)Nc3ccc(C)cc3Cl)C(=O)C2C)cc1 (stereo not given)
  i, i
O=C(NCCOC(=O)c1ccc(F)cc1)c1ccc(F)cc1
  i, i
CCCCc1nc2c(C)c(N)cnc2n1Cc1cccc([N+](=O)[O-])c1
  i, i
Cc1cccc(NC(=O)c2ccco2)c1C(=O)O
  i, i
COc1c(F)c(F)c(C(=O)Nc2ccc(NC(=O)Cc3ccccc3)cc2)c(F)c1F
  i, i
CCN1C2=C(C(=O)CCC2)C(c2ccc(O)cc2)C2=C1CCCC2=O
  i, i
CC(=O)c1ccc(NCC(=O)N2CCN(c3ccccc3)CC2)cc1
  i, i
C[N+]1(C)CC[C@H](OC(=O)[C@@](O)(c2ccccc2)C2CCCC2)C1
  i, i
N#Cc1cc2c([nH]c1=O)CCCC2
  i, i
Cc1cc(C(C)(C)C)cc(C)c1COC(=O)C1CCC(=O)N1 (stereo not given)
  i, i
